p53 reactivator: re-activators of mutant p53; AID 504706; H1299 p53-A138V BP100-luciferase reporter, luminescence, 24 h; Potency, µM (series often up to 92.2 µM), for inactives: at the top dose activity change, positive = activation, hits mostly activators; 320,000 compounds, 0.063% hits; also: potency is read from the fitted curve at half-maximal effect; % of control where 0% means no effect; nearly all actives have a fitted effect of over 45% in size
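H1299 (p53-null), stable ts p53-A138V + BP100-Luc; 1000 cells/well, Opti-MEM/10% FBS; cpd 4 pt, 1:5; 24 h, 37 deg C, 5% CO2; detection reagent 10 min RT; luminescence.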
TCR activator: T cell receptor activation | primary human leukocytes, anti-CD3, IL-2 HTRF, 48 h | AID 504894 | 330,000 tested, under 10 active | Potency, µM (titrated, usually from 9.22 µM), without a hit: at the highest dose activation of IL-2 secretion, hits mostly activators; also: % of control where 0% means no effect
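HTRF read-out of IL-2 secretion: europium cryptate donor excited at 320nm, d2 acceptor emission at 665nm. Cells were primary human leukocytes incubated 48 hr with compounds and a-CD3 beads, supplying TCR signal only.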
ELG1 DNA repair: inhibitors of ELG1-dependent DNA repair in HEK293T cells. HEK293T ELG1-luciferase reporter, luminescence, 16 h; DNA damage induced by 5-fluorouridine. Potency, µM (highest dose often 46.1 µM), for the others: at the top dose activity change, negative = inhibition, hits mostly inhibitors. 330,000 compounds, 2.3% hits. AID 504467; also: potency is read from the fitted curve at half-maximal effect; % is scaled to controls: 0 for no effect and ±100 for the full control effect; nearly all actives have a fitted effect of over 55% in size
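Step one: seed 2,000 cells per well. Step two: pin-transfer compound or DMSO alongside 5-fluorouridine. Step three: incubate 16 hr, 37 °C, 5% CO2. Step four: add ONE-Glo, wait 30 min, read luminescence.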
MLL CXXC-DNA inh: blocks binding of human MLL CXXC domain to DNA | Q03164 | MLL-CXXC / FITC-HOXA9 DNA fluorescence polarization | Potency, µM (highest dose often 115 µM), without a hit: top-dose activity change, negative = inhibition, usual class: inhibitors | 290,000 compounds, 0.037% hits | AID 2662; active = well fitted inhibition curve with a large enough effect in the polarisation, with a control signal flat, not every such curve was filed as active; inconclusive = small, poorly fitted or top-dose-only effect, or effect the other way, or a change in a side signal; inactive = no such curve, though single readings can be large or run the other way; the % refers to the polarisation; also: potency is read from the fitted curve at half-maximal effect
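Fluorescence polarization: 7 uM MLL-CXXC (stock) preincubated 5 min with compounds, then 50 nM fluorescein-HOX-A9 DNA (stock) added; 30 min ambient. Buffer 50 mM Tris-HCl pH 7.5, 50 mM NaCl, 1 mM DTT, 0.05% BSA.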
AT treatment: potential ataxia-telangiectasia treatment | […] A-T fibroblasts, KAP-1 phosphorylation AlphaLISA; neocarzinostatin DNA damage 30 min before lysis | 320,000 compounds, 0.19% hits | Potency, µM (titrated, usually from 57.5 µM), inactives show at the highest dose activation, hits mostly activators; also: potency is read from the fitted curve at half-maximal effect; % of control where 0% means no effect; nearly all actives have a fitted effect of over 45% in size
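hTERT-immortalized A-T patient fibroblasts ([…]), 500 cells/well in OPTI-MEM, 1% FBS, got compounds for 60 min, then NCS for 30 min at 37C. Lysates were then assayed for phospho-KAP-1 by AlphaLISA (anti-pKAP1 donor, anti-KAP1 acceptor beads), 6 hr at 25C.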
a7 integrin act: integrin-mediated muscular dystrophy alleviation activation. alpha7betagal myoblasts, beta-gal FDG fluorescence, 48 h. Potency, µM (series often up to 38.3 µM), inactives show at the top dose activation, most hits filed as activators. 350,000 compounds, 0.064% hits. AID 624291;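 also: potency is read from the fitted curve at half-maximal effect; 100% = response of the positive control SU9516; nearly all actives have a fitted effect of over 60% in size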
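Alpha7betagal+/- myoblasts (passage 13) were plated 16-24 hr, then exposed to compounds (1:260 dilution of DMSO stock) for 48 hours at 37C. After MPER lysis, β-galactosidase reporter activity was read as FDG fluorescence (ex 480/em 540) after 30 minutes.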
BRCA1 expr act: activators of BRCA1 expression; MCF7-BRCA1-FFLuc reporter, luminescence, 48 h; response scale: scaled: vehicle 0%, 10 µM genistein 100%; Potency, µM (highest dose often 46.1 µM), for inactives: at the top dose activation, hits mostly activators; 380,000 compounds, 1.1% hits; also: potency is read from the fitted curve at half-maximal effect; nearly all actives have a fitted effect of over 80% in size; some results filed as inactive show a strong effect at the top dose
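Compounds are tested at multiple concentrations on MCF7 BRCA1-luciferase reporter cells seeded at 2000 per well; after 48 h, a single luminescence end-point is taken and curves fitted to the normalized data.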
TRPV1 agonist: agonists of human vanilloid receptor 1 (TRPV1). 320,000 compounds, 0.19% hits. activation, % at 8.33 µM. Q8NER1. AID 540275. TRPV1-expressing cells, Fluo-8 calcium influx, agonist mode; in the data active = activation above about 80%; inconclusive = between about 30% and that limit; also: 0% is about no effect
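TRPV1-expressing cells were cultured overnight at 35.5C and loaded with Fluo-8 calcium dye for 40 to 90 min at room temperature. After a 10 s baseline, compound was added and calcium influx was read kinetically for 3 min (ex 480/em 520 nm).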
B2AR arrestin: agonists driving beta-arrestin recruitment to human beta2-adrenergic receptor; P07550; beta-arrestin recruitment to beta2AR, cell-based reporter; Potency, µM (titrated, usually from 46.1 µM), for inactives: top-dose activation, hits mostly activators; 330,000 compounds, 0.02% hits; AID 492947;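 also: potency is read from the fitted curve at half-maximal effect; 0% = DMSO controls and full agonism = EC100 isoproterenol or metaproterenol; nearly all actives have a fitted effect of over 65% in size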
Target sequence (P07550 whole entry, looked up): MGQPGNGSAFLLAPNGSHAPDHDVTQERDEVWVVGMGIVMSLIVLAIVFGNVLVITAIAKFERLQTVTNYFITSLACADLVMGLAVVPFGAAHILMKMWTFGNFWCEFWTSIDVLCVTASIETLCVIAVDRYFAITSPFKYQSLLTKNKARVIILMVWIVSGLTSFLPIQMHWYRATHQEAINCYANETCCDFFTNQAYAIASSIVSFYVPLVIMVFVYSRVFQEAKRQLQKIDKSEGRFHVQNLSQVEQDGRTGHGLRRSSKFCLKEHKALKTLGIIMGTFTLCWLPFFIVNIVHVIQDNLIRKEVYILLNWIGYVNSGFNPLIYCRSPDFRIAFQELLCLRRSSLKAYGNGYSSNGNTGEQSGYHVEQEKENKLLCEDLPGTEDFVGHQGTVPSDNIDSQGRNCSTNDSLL
PTAP TSG101 blk: blocks PTAP/TSG101 interaction to inhibit HIV-1 budding; Q99816; Potency, µM (top dose mostly 115 µM), inactives show top-dose activity change, negative = inhibition, actives largely listed as inhibitors; AID 493005; 340,000 tested, under 10 active; Fluorescence polarization, FITC-PTAP peptide / Tsg101 binding; active = well fitted inhibition curve with a large enough effect in the main read-out, with a control signal flat, not every such curve was filed as active; inconclusive = small, poorly fitted or top-dose-only effect, or effect the other way, or a change in a side signal; inactive = no such curve, though single readings can be large or run the other way; also: potency is read from the fitted curve at half-maximal effect; % of control where 0% means no effect
Target sequence (Q99816 whole entry, looked up): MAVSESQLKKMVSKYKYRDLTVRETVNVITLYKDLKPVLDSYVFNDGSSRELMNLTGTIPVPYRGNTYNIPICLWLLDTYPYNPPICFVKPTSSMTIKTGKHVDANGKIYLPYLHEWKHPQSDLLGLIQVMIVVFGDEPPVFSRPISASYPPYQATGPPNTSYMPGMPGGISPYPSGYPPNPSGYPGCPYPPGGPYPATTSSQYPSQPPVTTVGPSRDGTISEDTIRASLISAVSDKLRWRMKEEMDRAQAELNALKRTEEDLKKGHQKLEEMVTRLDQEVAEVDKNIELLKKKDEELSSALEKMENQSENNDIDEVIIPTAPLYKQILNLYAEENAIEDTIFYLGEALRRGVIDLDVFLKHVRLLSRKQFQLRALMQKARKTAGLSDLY
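Fluorescence polarization binding of Tsg101 binding domain (10 uM final) to FITC-labeled PTAP peptide (50 nM final) in HEPES pH 7.5 buffer with NaCl, Tween 20, EDTA, TCEP. Compounds added before peptide; binding 20 min at RT.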
* marks the source's active call; other numbers are inactive results; ? = inconclusive; nt = not tested or not shown; & = joins results of further samples; [ ] = another dose, or the depositor's remark. Unless noted, calls follow the shape of the dose curve; as a rule, active = well fitted curve in the direction sought with a large enough effect; inconclusive = small, poorly fitted or top-dose-only effect, or another doubt; inactive = no such curve, though single readings can be large; an effect the other way counts as inactive or inconclusive. No enrichment for hits; 3.8% or so of the library scored in one or more.

SMILES,ELG1 DNA repair,p53 reactivator,BRCA1 expr act,TCR activator,MLL CXXC-DNA inh,TRPV1 agonist,PTAP TSG101 blk,AT treatment,a7 integrin act,B2AR arrestin
CCc1ccc(NC(=O)CCS(=O)(=O)c2ccc(Cl)cc2)cc1,-8%,-3%,5%,-9%,15%,?,-2%,-5%,8%,-0.6%
O=C(COC(=O)c1ccco1)Nc1ccccc1,5%,-2%,2%,0%,-4%,-3,-3%,-3%,-6%,-0.2%
CNC(=S)N/N=C(\C)c1ccc(N2CCOCC2)cc1,?,?,8.9µM*,2%[46.1 µM],-10%,-2,-3%,4%,-51%[inhibitor],?
S=c1sc(SCCOc2ccccc2)nn1-c1ccccc1,6%,-11%,-3%,0%[46.1 µM],5%,0,0%,-4%,13%,0.0%
Cc1c(Cl)cnc(NC(=O)COC(=O)c2ccc([N+](=O)[O-])s2)c1Cl,24%,11%,-18%,2%[46.1 µM],5%,1,-10%,0%,2%,0.3%
CCC(=O)Nc1cc(C(=O)OC(C(=O)c2ccc(C)c(C)c2)c2ccccc2)ccc1C (configuration not stated),-19%,-7%,-36%,0%,18%,-2,1%,-2%,14%,0.0%
COc1ccccc1CN(C)C(=O)C(c1ccccc1)c1ccccc1,?,-2%,-19%,2%,11%,25,-4%,20%,-10%,0.2%
O=C(NCc1ccccn1)c1ccc(=O)oc1,-1%,1%,2%,4%,-3%,-2,-7%,-1%,9%,-0.1%
O=C(COC(=O)C12CC3CC(CC(Br)(C3)C1)C2)N1CCOCC1,-3%,-3%,-2%,8%,-3%,21,0%,3%,0%,-0.1%
CCOc1ccccc1CNc1ncnc2ccc(-c3c(C)noc3C)cc12,29%,-26%,-58%,-10%,nt,1,nt,9%&0%,nt,-0.2%&2.4%
Cc1ccccc1-c1cc(C(=O)NCc2ccc3c(c2)OCO3)n(CC2CC(c3cccnc3)=NO2)n1 (configuration not stated),?,-2%,4%,-1%,nt,2,-2%,-3%,-20%,0.2%
c1cc2c(cc1CN1CCOCC1)OCO2,2%,3%,1%,3%,7%,-3,-6%,nt,-17%,-0.6%
O=C1CSC(c2ccc([N+](=O)[O-])cc2)N1CCN1CCCCC1 (configuration not stated),1%,19%,10%,-6%,7%,-2,-5%,-5%,-19%,-0.3%
C=CCn1c(SCC(=O)N2CCCC2)nc2cc(C(=O)NCC3CCCO3)ccc2c1=O (configuration not stated),?,-6%,-14%,2%,-1%,-1,-9%,-2%,3%,0.1%
CC(C)n1c(N2CCN(CC(=O)NCc3cccs3)CC2)nc2ccccc21,-6%,14%,-14%,6%,-2%,2,-7%,0%,-11%,0.0%
O=C(NCCS(=O)(=O)NCc1ccc(F)cc1)c1ccccc1,14%,-3%,22%,5%,nt,5,2%,-5%,-6%,-1.2%
Cc1ccc(C2=NN(C(=O)CN3CCN(C4CCS(=O)(=O)C4)CC3)C(c3ccco3)C2)cc1 (configuration not stated),19%,3%,-4%,-2%,nt,1,-3%,-3%,7%,-0.3%
CCc1ccc(NC(=O)CCNC(=O)Cn2cnc3ccccc3c2=O)cc1,-5%,-4%,3%,-37%,5%,-1,-5%,5%,0%,0.0%
CC(C)(C)c1cc(CN(CCO)CCO)cc(C(C)(C)C)c1O,-23%,?,6%,-4%,-9%,9,-6%,-2%,-12%[7.66 µM],0.4%
OCCC1CN(Cc2ccc(Oc3ncccn3)cc2)CCN1C1CCCC1 (configuration not stated),-3%,2%,14%,0%,-12%,1,-1%,3%,-1%,-0.4%

Later entries
SMILES,ELG1 DNA repair,p53 reactivator,BRCA1 expr act,TCR activator,MLL CXXC-DNA inh,TRPV1 agonist,PTAP TSG101 blk,AT treatment,a7 integrin act,B2AR arrestin
CC(C)(NC(=O)N1CCCC1)c1cccc(C(C)(C)NC(=O)N2CCCC2)c1,2%,6%,-11%,-1%,-7%,0,-6%,-3%,14%,0.0%
COc1cc(CN2CCSCC2)cc(OC)c1OC,1%,-3%,0%,5%,-5%,-1,2%,-5%,1%,-0.2%
N#CCN1CCN(CC(=O)Nc2ccc(OCc3ccccc3)cc2)CC1,?,14%,62%,-5%,-3%,-2,0%,-5%,-39%[inhibitor],0.1%
C=CCN1C(=NC(=O)CCC(=O)O)SC2CS(=O)(=O)CC21 (configuration not stated),-9%,-1%,-16%,-6%,?,-2,-4%,6%,21%,-0.3%
O=C(NCCCN1CCOCC1)c1cc(Cl)ccc1[N+](=O)[O-],-4%,-6%,3%,-3%[46.1 µM],-1%,2,0%,-1%,1%,-0.3%
O=c1c2c3nc4ccccc4nc3n(/N=C/c3ccco3)c2ncn1CCC1=CCCCC1,?,-3%,17%,-1%,-11%,-2,-10%,-3%,9%,-0.5%
Cc1cc(NS(=O)(=O)c2ccc(NC(=O)c3cccc(OC(F)F)c3)cc2)nc(C)n1,-19%,3%,2%,-2%,4%,0,-7%,-5%,0%,0.1%
CCOc1ccc(-c2cc(C(=O)N3CCN(C)CC3)c3ccccc3n2)cc1,?,28%,60%,0%,0%,5,-11%,5%,-11%,-0.4%
Cc1ccc(S(=O)(=O)CCC(=O)N2CCN(c3ccccc3O)CC2)cc1,-19%,7%,-19%,-6%,nt,nt,-4%,0%,-6%,-0.4%
Cc1ccc(N2C(=O)NC(NS(=O)(=O)c3ccc(C)cc3)(C(F)(F)F)C2=O)cc1 (configuration not stated),11%,1%,-10%,0%,?,1,2%,5%,34%,-0.6%
COc1cccc(CN=c2c([N+](=O)[O-])nn(-c3ccccc3C)n2O)c1,?,24%,24%,0%,1%,2,-5%,-4%,23%,-0.4%
CCOC(=O)N1CCN(C(=O)CSCc2ccccc2C)CC1,22%,9%,58%,-3%,-5%,16,-2%,1%,-37%,-0.3%
CCOC(=O)c1cc(C(C)=O)c(=O)[nH]c1C,5%,-1%,6%,0%,0%,2,-4%,-2%,5%,-0.1%
NC(=O)c1ccc[n+](CC(=O)c2ccc(Cl)c(Cl)c2)c1,21%,2%,0%,9%,3%,-4,1%,-3%,14%,-1.5%
CC(C)(C)C(C(Oc1ccc(Cl)cc1)n1cncn1)n1nnnc1C(c1cccc(Cl)c1)N1CCCCC1 (configuration not stated),-26%,4%,nt,-3%[46.1 µM],5%,7,nt,-4%,nt,0.4%
Cc1ccccc1NC(=O)c1ccccc1,12%,9%,19%,-6%,4%,-2,-9%,-2%,4%,-0.1%
COC(=O)c1ccc(NC(=O)CCc2nnc3ccc(N4CCC5(CC4)OCCO5)nn23)cc1,-13%,-3%,2%,6%,26%,-3,-4%,4%,-18%,-1.1%
CCCCC1(C)OC(=O)C(=Cc2ccc(N(CC)CC)cc2)C(=O)O1 (configuration not stated),12%,-1%,-12%,11%,-12%,-2,1%,2%,-9%,7.9%
Cn1cccc1/C=N/NC(=O)C12CC3CC(CC(C3)C1)C2,6%,-9%,3%,2%[46.1 µM],-22%,17,-1%,-5%,-4%,-0.6%
COCCN(Cc1ccco1)C(=O)Cn1ncc2c(=O)oc3ccccc3c21,?,-1%,-11%,0%,-2%,2,-5%,5%,-54%[inhibitor],0.4%

Following part.
SMILES,ELG1 DNA repair,p53 reactivator,BRCA1 expr act,TCR activator,MLL CXXC-DNA inh,TRPV1 agonist,PTAP TSG101 blk,AT treatment,a7 integrin act,B2AR arrestin
CC(=O)c1sc(NC(=O)c2cccs2)nc1C,?,6%,76%,3%,0%,10,-7%,9%,3%,-1.1%
COc1cc(N=Nc2ccc(C)cc2S(N)(=O)=O)c(C)cc1N,nt,nt,-48%,4%,nt,nt,0%,nt,?,nt
COc1ccc(CNc2cc(NCCCO)c([N+](=O)[O-])c3nonc23)cc1,21µM*,-5%,-27%,6%,-2%,21,-10%,3%,-1%,-0.2%
Cc1oc(-c2ccc(Cl)cc2)nc1CN1CCC(C(=O)NCCCN2CCCC2=O)CC1,?,-3%,7%,-5%,1%,-3,-2%,10%,3%,-0.8%
CCOc1ccccc1NC(=O)C1CCN(S(=O)(=O)c2c(C)noc2C)CC1,-4%,0%,-6%,-6%,13%,-1,-3%,3%,20%,0.1%

Screening data deposited in PubChem BioAssay by National Center for Advancing Translational Sciences (NCATS).
